KLF5 inhibitor = KLF5 expression inhibitors, primary screen, DLD-1 cells, luminescence | inhibition, % at 5 µM | DLD-1 KLF5 promoter-luciferase reporter | AID 1700, 2009 | 290,000 tested, 0.23% active;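 active = inhibition above a per-plate limit of that plate's mean compound inhibition plus 3 SD, cut at about 60% in these data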;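 note: 0% = DMSO wells and 100% = LY294002 at 200 µM; higher means less KLF5 promoter-driven luciferase light; inactives centre near -14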
HSF1 inhib = HSF1 inhibitors in luciferase reporter cells, primary screen, cell-based, NIH3T3, luminescence; NIH3T3-HGL HSE-luciferase, MG132-induced, luminescence 8 h; hits give low values; activity change, negative = inhibition, % at 7.5 µM (by protocol); 300,000 tested, 0.77% active; AID 2098, 2009;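 active = more than half of replicate wells show activity change below -50%, luminescence cut by over half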;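 note: luciferase reports HSF-1 transcriptional activity via heat shock element; 0% = median of DMSO wells and -100% = zero luminescence signal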
HSP90 refold inh = HSP90 inhibitors, primary screen, cell lysate, luminescence; Heat shock protein HSP 90 (rabbit reticulocyte lysate; luciferase refolding); AID 1789, 2009; Rabbit reticulocyte lysate, luciferase refolding luminescence, 3 h; 290,000 tested, 0.91% active; inhibition, % at 5.6 µM;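 active = inhibition above the screen-wide mean plus 3 SD, computed separately per campaign, cut at about 16% in these data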;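 note: 0% = DMSO wells and 100% = 60 µM geldanamycin wells; inhibitors lower the luminescence because luciferase stays unfolded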
GSK3 alpha inh = blockers of GSK3A enzyme activity – biochemical, luminescence, cell-free homogeneous, HTS, primary screen; Glycogen synthase kinase-3 alpha (Homo sapiens), P49840; GSK-3 alpha kinase, ADP-Glo luminescence, 60 min; inhibition, % at 10 µM; 320,000 tested, 0.1% active; AID 2650, 2010;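 in the data active = inhibition above about 50%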;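 note: GST-tagged GSK-3 alpha with peptide substrate and 25 µM ATP; 0% = DMSO neutral wells and 100% = GW8510 positive control wells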
Target sequence (P49840 whole entry, looked up): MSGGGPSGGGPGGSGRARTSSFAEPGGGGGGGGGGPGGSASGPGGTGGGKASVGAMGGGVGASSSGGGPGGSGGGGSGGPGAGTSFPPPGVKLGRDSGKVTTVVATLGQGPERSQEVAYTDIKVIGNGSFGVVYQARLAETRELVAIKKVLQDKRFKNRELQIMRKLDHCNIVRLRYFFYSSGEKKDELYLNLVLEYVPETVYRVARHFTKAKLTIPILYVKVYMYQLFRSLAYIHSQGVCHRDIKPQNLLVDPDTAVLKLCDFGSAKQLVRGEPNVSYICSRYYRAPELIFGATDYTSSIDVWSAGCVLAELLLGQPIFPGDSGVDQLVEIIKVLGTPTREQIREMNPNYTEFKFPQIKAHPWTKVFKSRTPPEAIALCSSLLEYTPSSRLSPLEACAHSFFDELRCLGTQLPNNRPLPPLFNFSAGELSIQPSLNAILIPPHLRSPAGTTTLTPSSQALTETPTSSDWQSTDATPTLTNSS
HIF act = HIF pathway transcriptional activators, primary screen, cell-based, U2OS HRE-luciferase, luminescence; 300,000 tested, 0.32% active; U2OS HRE-luciferase reporter; normalized: DMSO 0%, desferrioxamine 100%; AID 1910, 2009; activation, % at 7.5 µM (by protocol);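 active = mean activation of at least 10% of the iron chelator positive control signal, with at least half of replicates also reaching 10%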
HSF1 activator = HSF-1 activators, primary screen, NIH3T3-HGL cells, MG132 stress, luminescence, single point. NIH3T3-HGL HSF-1 luciferase reporter, 8 h; 100% = twice DMSO control signal. activation, % at 9 µM. 300,000 tested, 1.7% active;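 active = mean replicate activation of at least 50% with a set share of replicates each reaching 50%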;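 note: 0% = median of the neutral control wells and 100% = twice that signal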
aSyn 5UTR inh = MLPCN primary screen, SNCA 5' untranslated region; inhibition, % (tested at 7.5 µM); AID 1813, 2009; alpha-synuclein 5'UTR reporter, inhibitor activity; 300,000 tested, 0.82% active; in the data active = inhibition above about 60%;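 note: H4 neuroglioblastoma cells stably carrying SNCA 5'UTR luciferase fusion; 0% = DMSO wells and 100% = positive control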
IEC-6 cytotox = cytotoxicity in IEC-6 intestinal epithelial cells, primary screen, cytotoxicity control for KLF5 inhibitor project, cell-based, luminescence | AID 1825, 2009 | IEC-6 cytotoxicity, luminescence viability | inhibition, % at 5 µM | 290,000 tested, 0.78% active; in the data active = inhibition above about 22%;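 note: 0% = plate median of test compound wells and 100% = cytotoxic reference compound wells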
GSK3beta inhib = human GSK3beta kinase inhibitors, primary screen, biochemical, cell-free homogeneous, HTS; activity score (negative = inhibition), % at 10 µM; GST-GSK3beta kinase, ADP-Glo luminescence, 60 min; hits give low values; 300,000 tested, 0.038% active; Glycogen synthase kinase-3 beta (Homo sapiens), P49841; AID 2097, 2009;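 active = more than half of replicate wells score below -50%, meaning over 50% inhibition versus plate controls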;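 note: 0% = median DMSO wells and -100% = median GW8510 positive control wells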
Target sequence (P49841 whole entry, looked up): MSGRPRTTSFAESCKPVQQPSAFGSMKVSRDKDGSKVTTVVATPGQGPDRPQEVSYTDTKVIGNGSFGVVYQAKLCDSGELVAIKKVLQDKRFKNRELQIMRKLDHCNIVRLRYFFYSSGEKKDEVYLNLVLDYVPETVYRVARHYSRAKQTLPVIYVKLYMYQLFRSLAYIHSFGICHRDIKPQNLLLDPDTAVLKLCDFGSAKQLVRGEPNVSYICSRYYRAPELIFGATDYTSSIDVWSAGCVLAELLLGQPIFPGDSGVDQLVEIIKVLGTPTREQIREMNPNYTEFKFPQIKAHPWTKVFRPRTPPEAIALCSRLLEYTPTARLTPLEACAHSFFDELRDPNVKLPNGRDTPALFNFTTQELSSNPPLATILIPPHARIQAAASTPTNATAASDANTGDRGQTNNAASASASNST
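Test system – GST-tagged human GSK3beta kinase, cell-free · Incubation – 60 min enzyme reaction, room temperature · Signal – ADP-Glo luminescence · Also added – peptide substrate and ATP at 25 µM · Controls – DMSO neutral wells and GW8510 at 20 µM as positive · Buffer or medium – Tris/MgCl2 kinase buffer · Measure – Luminescence-derived activity versus plate DMSO and GW8510 wells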
AI-2 QS modul = Vibrio harveyi AI-2 quorum sensing modulators, primary screen, JMH597 strain, luminescence/OD600 ratio; activity change, % at 7.5 µM; 300,000 tested, 0.4% active; Vibrio harveyi JMH597 AI-2 luminescence/OD600 ratio, 9 h; hits give low values; strain lacks LuxN and CqsS sensors; 0 = neutral-control median; in the data active = activity change below about -75%, passing the limit was not always enough;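 note: luminescence divided by OD600 gain over 9 h not by final OD600 alone; inactives centre near 13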
Starred values were filed as active, the others as inactive; nt = not tested or not shown.

entry	SMILES	KLF5 inhibitor	HSF1 inhib	HSP90 refold inh	GSK3 alpha inh	HIF act	HSF1 activator	aSyn 5UTR inh	IEC-6 cytotox	GSK3beta inhib	AI-2 QS modul
1	COc1ccccc1CNC(=O)c1nn(C)c2c1CS(=O)(=O)c1ccccc1-2	-1	-5	-2	0	-0.4	-4	26	-6	-2	26
2	O=C1NC(Cc2c[nH]c3ccccc23)C(=O)N1Cc1cccc2ccccc12 (stereo unspecified)	-12	nt	7	-5	-0.4	nt	32	-1	3	-3
3	COC(=O)c1ccc(CSc2ccc3nnc(-c4ccccn4)n3n2)o1	-46	1	-1	2	0.1	-3	36	-8	1	49
4	CN(Cc1ccc(F)cc1)C(=O)c1ccc(NS(=O)(=O)c2ccccc2)cc1	nt	1	nt	-2	-1.4	3	-6	nt	5	19
5	CCOC(=O)N1N=C(c2ccc(C)cc2)CC1(O)C(F)(F)F (stereo unspecified)	-101	-8	20*	-4	0.5	3	-17	3	-2	17
6	O=C(NCCCN1CCOCC1)c1ccc(Sc2ccc(Br)cc2)c([N+](=O)[O-])c1	-1	-1	-3	-3	-0.2	10	40	4	-2	20
7	Cc1cc(=O)[nH]c(N/N=C/c2ccc(Br)s2)n1	-7	-4	0	0	1.1	0	-119	-4	-2	7
8	COc1ccc(C(=O)CSc2nnc(CNC(=O)c3ccccc3)n2C)cc1	-13	2	-2	-3	-0.1	-4	13	3	2	28
9	COc1ccc(-c2nn(-c3ccccc3)cc2C2CC(c3cccs3)=NN2C(=O)CCC(=O)O)cc1 (stereo unspecified)	-25	9	2	-8	0.0	8	26	-4	3	20
10	CCOC(=O)c1ccc(NS(=O)(=O)c2ccc3[nH]c(=O)[nH]c3c2)cc1	2	-13	-2	5	-0.4	-15	11	-4	1	22
11	COC(=O)c1cc(NC(=O)c2ccccc2F)cc(C(=O)OC)c1	-6	10	3	0	-0.4	41	-7	7	-2	3
12	CC(C)(C)c1ccc(-c2noc(-c3ccno3)n2)cc1	-123	22	5	-2	2.0	22	-120	1	1	14
13	CC(=O)c1ccccc1NC(=O)CSc1nnc2ccccn12	-26	1	1	0	0.1	-18	-7	1	2	13
14	COc1ccccc1NC(=O)CSc1nc2sc3c(c2c(=O)n1-c1ccccc1)CCN(C)C3	-27	1	2	0	0.5	-3	-3	-1	1	-4
15	C=CCn1c2c(c(=O)[nH]c1=S)CN(C(C)c1ccccc1)CN2 (stereo unspecified)	-22	5	-3	-2	0.5	-10	22	0	2	0
16	COc1ccc(C(=O)O)cc1NCc1cccnc1	9	-1	-3	1	-27	30	-7	-2	1	17
17	OC(COc1ccc(OCc2ccccc2)cc1)CN1CCCCC1 (stereo unspecified)	-65	22	2	-1	2.4	8	-73	3	5	13
18	NC(N)=N/N=C/c1ccc2cccc(OCc3ccccc3)c2n1	1	-4	5	2	-0.7	-5	-21	9	-3	27
19	CN(CC(=O)NCc1ccc2c(c1)OCO2)S(=O)(=O)c1ccc(F)cc1	-10	-5	0	0	-2.9	10	-8	0	-3	9
20	C/C(CCc1ccccc1)=N\NC(=S)NCCc1ccccc1	2	-15	2	1	0.0	-29	4	12	3	22
21	CC(=O)CCc1c(C)nc2ccc(C)cc2c1Cl	-34	0	-2	5	0.2	19	-5	-11	1	11
22	CC(=O)N/C(=C/c1ccc2c(c1)OCO2)C(=O)NCc1ccccc1	-14	-2	-3	-1	-0.8	9	-10	2	5	26
23	COc1cc(/C=N/n2c(-c3cc(C)[nH]n3)n[nH]c2=S)cc(OC)c1OC	4	-9	8	8	-0.5	2	2	5	-3	-3
24	Cc1coc2c(C)c3oc(=O)c(CCC(=O)NCCCn4ccnc4)c(C)c3cc12	-11	-5	-1	-1	0.3	12	12	3	2	17
25	CCOC(=O)Cn1nc(C)n(-c2ccc(C(C)(C)C)cc2)c1=O	8	-7	17*	-3	-0.4	4	8	-3	3	25
26	CCSc1nnc(-c2cnn(-c3ccccc3)c2-n2cccc2)n1C	4	2	3	0	-0.2	9	18	0	7	32
27	Cc1nc(CN2CCCC2=NC#N)n(-c2ccccc2)n1	-8	-10	-4	-2	-0.4	10	11	1	-1	8
28	C/C(=N\NC(=O)Cc1ccc(Cl)cc1)c1ccccn1	19	nt	2	-5	18*	nt	86*	-3	2	24
29	Cc1ccccc1-n1c(SCC(=O)N2CCOCC2)nc(O)c(Cc2ccccc2)c1=O	-27	3	-2	8	-0.3	3	-9	-2	2	31
30	CCOc1ccccc1NC1=C(Cl)C(=O)N(c2ccccc2)C1=O	2	10	2	-1	0.1	20	-29	12	4	3
31	COc1ccc(Cl)cc1-c1nc(SCC(=O)N(C)C)n[nH]1	0	-1	-1	-2	-0.6	1	20	9	2	20
32	COc1ccc2oc(C(=O)OCC(=O)NCc3ccco3)c(C)c2c1	nt	-4	nt	3	1.5	0	-6	nt	1	14
33	O=C(N/N=C/c1ccc(Cl)s1)C(O)c1ccccc1 (stereo unspecified)	-28	2	-2	-3	-7.3	11	-7	6	0	41
34	CCC1(C)Cc2c(sc3nnn(CC(=O)Nc4ccc(Cl)cc4)c(=O)c23)CO1 (stereo unspecified)	0	5	1	-1	1.3	6	18	3	0	27
35	O=C(Nc1ccc2c(c1)CCC2)Nc1ccccc1Cl	-172	15	0	1	2.4	49	-110	2	3	0
36	COc1ccc(OCC2NCCc3cc(OC)c(OC)cc32)cc1 (stereo unspecified)	-18	10	-1	0	-0.1	16	11	-3	1	16
37	CCC(=O)N(Cc1cc2c(C)ccc(C)c2[nH]c1=O)C1CCCCC1	5	3	0	-1	0.0	-2	7	3	2	7
38	C[n+]1cccc(C(=O)NCC2CCCO2)c1 (stereo unspecified)	6	10	3	-2	0.0	10	1	3	2	16
39	CC1(C)CC2CC(C)(CN2S(=O)(=O)c2cccc(N)c2)C1 (stereo unspecified)	-36	4	2	0	-24	7	28	4	-3	16
40	O=C(CCCOc1ccc(Cl)cc1)Nc1ccc(N2CCOCC2)cc1	11	0	3	-1	-0.7	7	2	-2	2	0
41	CCn1c(=O)c(C(=O)NNS(=O)(=O)c2ccc(Cl)cc2)c(O)c2ccccc21	-11	1	-1	-4	1.0	3	9	-2	-2	43
42	CCC(C)NCCC(=O)Nc1ccc(Cl)c(S(=O)(=O)Nc2ccc(Cl)cc2)c1 (stereo unspecified)	-14	2	4	-1	-0.5	-9	-13	16	1	20
43	C/C=C\C(=O)Nc1cccc(C2=NOC3(C2)C[C@@H](C(N)=O)N(C(=O)COc2ccc(Cl)cc2)C3)c1 (stereo partly specified)	nt	-2	nt	-2	-0.1	16	3	nt	-2	-3
44	CCOC(=O)C1(CCCc2ccccc2)CCN(C(=O)C2CCCO2)CC1 (stereo unspecified)	-28	1	-1	3	0.1	1	-1	0	-1	10
45	CCCOC(=O)c1ccc(NC(=O)C(=O)NCC2CCCO2)cc1 (stereo unspecified)	-10	-20	1	-2	-0.3	-11	-61	-4	-2	23
46	CCc1ccc(NC(=O)C(C)OC(=O)c2cc(=O)[nH]c3ccc(S(=O)(=O)Nc4ccc(F)cc4)cc23)cc1 (stereo unspecified)	0	6	-3	-1	0.1	8	-6	-1	0	15
47	COc1cc(-c2nnc(NC(=O)c3ccco3)o2)cc(OC)c1OC	nt	-3	nt	-5	-0.1	-1	7	nt	2	25
48	CN(c1ccccc1)S(=O)(=O)c1cc(C(=O)N2CCN(c3ccccn3)CC2)ccc1Cl	-34	3	-3	nt	-0.6	18	5	7	-2	15
49	O=C1c2ccccc2C(=O)c2cc(NC(=O)C3CC3)ccc21	-41	16	-4	0	2.1	23	-161	2	1	8
50	COc1ccc(C(=O)c2oc3ccccc3c2N)cc1	-82	7	-5	6	1.7	14	-179	-1	1	-7
51	COc1cccc(NC(=O)Cn2c3ccc(OC)cc3c3nc4n(c(=O)c32)CCS4)c1	-20	-1	-4	1	-0.2	0	18	-1	4	45
52	Cc1ccc(C)c(NC(=O)CN(C)C(=O)/C=C/c2ccco2)c1	-20	2	-3	-2	0.0	10	-9	1	0	38
53	Cc1ccc(NC(=O)CCNC(=O)c2ccc([N+](=O)[O-])cc2)cc1C	-5	13	-2	-1	-0.8	7	11	-3	-1	26
54	CC(/C=N/Nc1ncc(C)c(=O)[nH]1)=C\c1ccccc1	-26	4	-4	-3	1.3	8	-51	-8	0	8

By substructure, those above containing an aryl thioether with sulfur outside any ring.
entry	SMILES	KLF5 inhibitor	HSF1 inhib	HSP90 refold inh	GSK3 alpha inh	HIF act	HSF1 activator	aSyn 5UTR inh	IEC-6 cytotox	GSK3beta inhib	AI-2 QS modul
3	COC(=O)c1ccc(CSc2ccc3nnc(-c4ccccn4)n3n2)o1	-46	1	-1	2	0.1	-3	36	-8	1	49
6	O=C(NCCCN1CCOCC1)c1ccc(Sc2ccc(Br)cc2)c([N+](=O)[O-])c1	-1	-1	-3	-3	-0.2	10	40	4	-2	20
8	COc1ccc(C(=O)CSc2nnc(CNC(=O)c3ccccc3)n2C)cc1	-13	2	-2	-3	-0.1	-4	13	3	2	28
13	CC(=O)c1ccccc1NC(=O)CSc1nnc2ccccn12	-26	1	1	0	0.1	-18	-7	1	2	13
14	COc1ccccc1NC(=O)CSc1nc2sc3c(c2c(=O)n1-c1ccccc1)CCN(C)C3	-27	1	2	0	0.5	-3	-3	-1	1	-4
26	CCSc1nnc(-c2cnn(-c3ccccc3)c2-n2cccc2)n1C	4	2	3	0	-0.2	9	18	0	7	32
29	Cc1ccccc1-n1c(SCC(=O)N2CCOCC2)nc(O)c(Cc2ccccc2)c1=O	-27	3	-2	8	-0.3	3	-9	-2	2	31
31	COc1ccc(Cl)cc1-c1nc(SCC(=O)N(C)C)n[nH]1	0	-1	-1	-2	-0.6	1	20	9	2	20
